Bim-Mcl-1 = disrupts Bim peptide binding to human Mcl-1 | Q07820 | Bead-based flow cytometry, Bim peptide-Mcl-1 binding | inhibition, % at 10 µM | 190,000 tested, 0.1% active | AID 1009;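 note: 0% = no compound tracer wells and 100% = peptide blocker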
RGS4-Gao reg = modulates binding of RGS4 to human Galphao. P09471. Multiplexed bead flow cytometry; actives lie on both sides. binding response (% of control), % at 10 µM. 220,000 tested, 0.33% active. AID 1415; in the data active = binding response below about 49% or above about 150%; inactive = in between;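 note: fluorescent Galphao activated with aluminum fluoride binding bead-coupled RGS4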
ABCB1 block = human ABCB1 inhibition, ABCG2 as counter-screen; 190,000 tested, 0.067% active; inhibition, % at 6.6 µM; AID 1326; P08183; CCRF-Adr cells, JC-1 efflux, flow cytometry; in the data active = inhibition above about 40%;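 note: 0% = vehicle and 100% = reference inhibitor; higher value means more JC-1 retained so stronger ABCB1 efflux block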
Target sequence (P08183 whole entry, looked up): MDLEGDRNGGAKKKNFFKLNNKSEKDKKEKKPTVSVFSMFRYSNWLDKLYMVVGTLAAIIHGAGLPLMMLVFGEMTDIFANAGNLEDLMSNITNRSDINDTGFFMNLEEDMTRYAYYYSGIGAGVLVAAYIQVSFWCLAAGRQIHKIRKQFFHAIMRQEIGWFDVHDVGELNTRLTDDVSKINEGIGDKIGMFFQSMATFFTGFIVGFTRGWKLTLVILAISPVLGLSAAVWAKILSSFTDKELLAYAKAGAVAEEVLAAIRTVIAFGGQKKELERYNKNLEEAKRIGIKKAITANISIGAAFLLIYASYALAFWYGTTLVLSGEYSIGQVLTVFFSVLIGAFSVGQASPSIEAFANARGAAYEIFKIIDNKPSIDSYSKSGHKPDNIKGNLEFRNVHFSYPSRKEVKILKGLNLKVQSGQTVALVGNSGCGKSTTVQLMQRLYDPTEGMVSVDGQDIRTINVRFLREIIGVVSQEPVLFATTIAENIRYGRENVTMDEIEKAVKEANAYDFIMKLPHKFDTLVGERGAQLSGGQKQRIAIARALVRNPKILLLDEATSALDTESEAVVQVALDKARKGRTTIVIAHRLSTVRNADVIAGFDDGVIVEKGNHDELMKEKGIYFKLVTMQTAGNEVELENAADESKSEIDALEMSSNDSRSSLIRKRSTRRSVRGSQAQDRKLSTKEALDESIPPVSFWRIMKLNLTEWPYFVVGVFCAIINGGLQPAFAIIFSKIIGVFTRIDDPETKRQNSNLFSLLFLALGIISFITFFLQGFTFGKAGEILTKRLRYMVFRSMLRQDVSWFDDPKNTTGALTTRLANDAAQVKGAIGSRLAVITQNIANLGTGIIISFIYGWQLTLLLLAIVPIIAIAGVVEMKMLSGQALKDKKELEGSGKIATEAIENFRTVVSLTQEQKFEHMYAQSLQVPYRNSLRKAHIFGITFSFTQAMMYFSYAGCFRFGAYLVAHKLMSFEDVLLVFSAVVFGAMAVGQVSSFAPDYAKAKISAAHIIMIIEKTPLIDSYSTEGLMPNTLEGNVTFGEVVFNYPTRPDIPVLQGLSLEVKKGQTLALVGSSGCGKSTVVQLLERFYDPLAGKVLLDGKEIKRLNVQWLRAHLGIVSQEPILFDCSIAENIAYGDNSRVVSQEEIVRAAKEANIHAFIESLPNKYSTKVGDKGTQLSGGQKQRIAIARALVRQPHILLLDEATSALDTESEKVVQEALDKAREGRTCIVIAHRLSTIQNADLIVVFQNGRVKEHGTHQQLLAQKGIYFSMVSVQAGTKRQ
ABCG2 inh = blocks JC-1 efflux by human ABCG2 transporter | IgMXP3 cells, flow cytometry | 190,000 tested, 0.1% active | AID 1325 | inhibition, % at 6.6 µM;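 active = inhibition above 80%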;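 note: 0% = DMSO and 100% = nicardipine control wells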
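Test system: ABCG2 IgMXP3 and barcoded ABCB1 CCRF-Adr cell mix; Schedule: cells with compound and JC-1, 10 min at 25 °C, rotating, no wash; Technique: flow cytometry of retained JC-1 fluorescence; Measure: % inhibition of efflux relative to nicardipine and DMSO; Controls: nicardipine high and DMSO low controls.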
RGS7-Gao reg = modulates binding of RGS7 to human Galphao. Multiplexed bead flow cytometry; actives lie on both sides. binding response (% of control), % at 10 µM. 220,000 tested, 0.35% active; in the data active = binding response below about 49% or above about 150%; inconclusive = no clear call, values can overlap the other calls; inactive = in between;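 note: fluorescent Galphao held in activated GDP-AlF4 state binding bead-coupled RGS7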
Bim-Bcl-B = disrupts Bim peptide binding to human Bcl-B | Q9HD36 | bead-based flow cytometry | inhibition, % at 10 µM | 190,000 tested, 0.073% active | AID 951;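 note: 0% = tracer peptide without compound and 100% = reference inhibitor peptide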
Bim-Bfl-1 = disrupts Bim binding to human Bfl-1. Q16548. Bead-based flow cytometry, Bim-Bfl-1 binding inhibition. inhibition, % at 10 µM. 190,000 tested, 0.12% active;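 note: 0% = wells without compound plus tracer and 100% = blocker peptide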
Bcl-XL Bim block = disrupts Bim peptide binding to human Bcl-XL; Q07817; inhibition, % at 10 µM; bead flow cytometry, fluorescence; AID 1007; 190,000 tested, 0.04% active
Bcl-W Bim block = disrupts Bim peptide binding to human Bcl-W; Q92843; bead-based flow cytometry; inhibition, % at 10 µM; 190,000 tested, 0.02% active;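 note: 0% = bound tracer without compound and 100% = peptide blocker; higher means less fluorescent Bim peptide bound to Bcl-W beads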
RGS8-Gao = human RGS8-Galphao interaction regulation; P09471; multiplexed bead flow cytometry, RGS8-Galphao binding; actives lie on both sides; response (percent of control binding), % at 10 µM; 220,000 tested, 0.34% active; in the data active = response below about 60% or above about 140%; inactive = in between;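 note: Galphao activated as the GDP aluminium fluoride complex binding bead-coupled RGS8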
Bcl-2 Bim block = human Bim-Bcl-2 interaction inhibition | inhibition, % at 10 µM | 190,000 tested, 0.06% active | Bead-based flow cytometry, Bim peptide-Bcl-2 binding; in the data active = inhibition above about 40%; inconclusive = no clear call, values can overlap the other calls;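 note: 0% = no compound wells with probe peptide and 100% = reference peptide inhibitor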
Starred values were filed as active, the others as inactive; ? = inconclusive; / = not tested or not shown. Cut-off read from the data, not from the text of the source, unless noted: active = inhibition above about 40%. Compounds were not picked by outcome, and some 0.94% of all compounds hit somewhere here.

SMILES	Bim-Mcl-1	RGS4-Gao reg	ABCB1 block	ABCG2 inh	RGS7-Gao reg	Bim-Bcl-B	Bim-Bfl-1	Bcl-XL Bim block	Bcl-W Bim block	RGS8-Gao	Bcl-2 Bim block
O=C1NCCN(Cc2cccc(Oc3ccccc3)c2)C1CC(=O)N1CCCO1 (stereo unspecified)	-2	102	0.6	6	106	-4	-4	-3	-1	101	-2
CC(C)C(=O)Nc1ccc(C(=O)NNC(=O)NC2CCCCC2)cc1	1	104	0.8	2	108	-3	-6	-1	0	101	-4
Cc1ccn2cc(-c3ccc4c(c3)NC(=O)CO4)nc2c1	0	103	0.2	3	?	-3	-6	-2	0	102	-2
Cc1cccc(/C=C/c2nc3ccccc3c(=O)n2Cc2ccccc2)c1	15	96	0.7	4	96	10	25	19	11	106	19
COc1ccc(NC(=O)C2CCN(c3nc(C)cc(C)n3)CC2)cc1	0	92	0.6	4	95	0	2	-2	1	76	1
O=C1Nc2cccnc2Sc2ccccc21	-3	97	1.3	11	99	-4	-18	-7	0	97	-8
c1ccc(Cn2nnc3c(N4CCCCCC4)ncnc32)cc1	-3	102	0.4	1	106	0	-1	-3	-2	102	1
COc1ccc(NC(=O)C2CC(=O)N(c3cccc(C)c3C)C2)cc1 (stereo unspecified)	1	98	0.6	2	105	3	-1	0	1	103	1
COc1ccc(N(CC(=O)N2CCN(c3ccc(Cl)cc3)CC2)S(=O)(=O)c2c(C)n[nH]c2C)cc1	0	101	0.8	4	97	-4	-3	-2	-2	99	-1
CSc1ncccc1-c1nc2ccccc2[nH]1	-2	99	-0.6	0	94	-3	0	-1	-1	103	-5
CC(OC(=O)C1CC=CCC1C(N)=O)C(Cl)=C(Cl)Cl (stereo unspecified)	-1	99	0.3	1	97	-2	-2	-3	-3	101	-4
O=C(c1ccco1)c1cn(CC(=O)N2CCCC2)c2ccccc12	0	102	0.8	5	107	-5	-3	-2	0	100	-2
COc1ccc(C2C(C#N)=C(C)NC3=C2S(=O)(=O)c2ccccc23)cc1 (stereo unspecified)	48*	102	2.5	15	102	-2	0	-2	9	104	-1
Cc1cc(=O)n2[nH]c(-c3ccco3)nc2n1	-5	100	-0.2	-1	102	-7	-17	-6	-1	96	-14
CCOC(=O)C1CCN(C(=O)Nc2ccc3nc(C)c(C)nc3c2)CC1	3	98	-0.6	4	95	2	0	2	0	100	0

Part of the list above in order of length of the SMILES, smallest number first:
SMILES	Bim-Mcl-1	RGS4-Gao reg	ABCB1 block	ABCG2 inh	RGS7-Gao reg	Bim-Bcl-B	Bim-Bfl-1	Bcl-XL Bim block	Bcl-W Bim block	RGS8-Gao	Bcl-2 Bim block
Cc1cc(=O)n2[nH]c(-c3ccco3)nc2n1	-5	100	-0.2	-1	102	-7	-17	-6	-1	96	-14
CC(OC(=O)C1CC=CCC1C(N)=O)C(Cl)=C(Cl)Cl (stereo unspecified)	-1	99	0.3	1	97	-2	-2	-3	-3	101	-4
CC(C)C(=O)Nc1ccc(C(=O)NNC(=O)NC2CCCCC2)cc1	1	104	0.8	2	108	-3	-6	-1	0	101	-4

(continued)
SMILES	Bim-Mcl-1	RGS4-Gao reg	ABCB1 block	ABCG2 inh	RGS7-Gao reg	Bim-Bcl-B	Bim-Bfl-1	Bcl-XL Bim block	Bcl-W Bim block	RGS8-Gao	Bcl-2 Bim block
COc1ccc2nc(NC(=O)Cc3cccs3)sc2c1	0	99	0.1	1	99	-5	-11	-2	3	101	-4
O=C(CSc1nnc(-c2ccco2)n1CC1CCCO1)c1ccccc1 (stereo unspecified)	2	102	-0.3	1	101	-12	-8	1	0	97	2
CCN(CC)S(=O)(=O)c1ccc(-c2nnc(SCC(=O)c3ccc(OC)cc3)o2)cc1	-2	99	0.2	0	98	-5	-2	0	-1	98	1
COc1ccc(-c2cc(C(=O)N3CCc4ccccc4C3)no2)cc1OC	-5	100	-0.9	1	95	-8	-13	-6	-2	103	-11
Cc1ccc2nc(-c3ccsc3)c(NC3CCCC3)n2c1	-3	102	0.6	2	96	0	3	0	0	102	0
CCC(=O)OCC(=O)Nc1cc(S(=O)(=O)N(C)C)ccc1Cl	-3	98	-0.2	-2	?	-4	-8	-3	0	99	-6
CN1CC(=O)NC1=NC(=O)c1cc(F)c(F)cc1Cl	0	101	0.0	0	100	0	-1	0	0	97	0
CCOc1ccc(NC(=O)CC2C(=O)N(CC)C(=S)N2CCN2CCOCC2)cc1 (stereo unspecified)	1	97	-0.1	0	96	-1	-4	-3	0	102	0
COc1cccc(-c2ccc(C#N)c(SCC(=O)NCCc3cccc(Cl)c3)n2)c1	2	103	0.8	6	102	0	-6	1	4	103	1
CCOC(=O)c1oc2ccccc2c1NC(=O)C1CCCCC1	0	102	1.1	8	98	-3	-4	1	3	99	-3
COc1ccc2[nH]c(=O)c(CN(Cc3cccnc3)C(=O)Nc3ccccc3)cc2c1	3	94	3.8	27	96	-2	-2	-1	-2	99	0
CSc1ccc(/C=N/N2CCN(Cc3ccccc3Cl)CC2)cc1	-3	99	0.2	1	99	-8	-7	-3	-5	103	-4
CCn1c(C(C)C)n[nH]c1=S	-2	96	0.5	2	96	-8	-5	-3	0	97	-1
Cc1ccc(-c2nnc(-c3cccc(Br)c3)o2)cc1	-2	99	-0.5	41	99	-4	-2	-5	-5	96	-1
COc1cccc(-n2c(COc3ccccc3C)nnc2SCC(=O)O)c1	0	106	1.3	9	111	-8	-11	0	0	104	-7
O=C1C(=O)N(CCN2CCOCC2)C(c2ccncc2)/C1=C(/O)c1ccc2c(c1)OCO2 (stereo unspecified)	-8	102	0.2	-1	104	-3	-5	-6	-4	104	-13
O=C(COC(=O)c1cccc(S(=O)(=O)N2CCCC2)c1)NCc1ccccc1	1	100	1.1	8	93	-7	-2	-2	0	101	0
O=[N+]([O-])c1cccnc1N1CCC(c2cc(-c3ccc(Cl)cc3)n[nH]2)CC1	2	93	0.3	4	101	0	-1	-1	0	105	-2
O=C(Cn1ncc2c(=O)oc3ccccc3c21)N1CCCN(Cc2ccccc2F)C1	0	105	0.9	1	99	-10	-11	-1	0	106	-10
O=C(CN1CCN(S(=O)(=O)c2ccc(Cl)cc2)CC1)Nc1ccc(N2CCOCC2)cc1	-12	100	2.5	10	97	-2	-14	-8	-1	101	-9
N=c1c2c3c(sc2ncn1CCN1CCOCC1)CCCCC3	-3	104	1.6	17	102	-10	-18	-6	-5	104	-10
COc1ccc(CNC(=O)C(C#N)c2nc3ccccc3nc2N2CCCC2)cc1 (stereo unspecified)	-2	102	0.7	3	101	-5	-3	-3	-3	102	-2
Cc1nnc(NC(=O)CSc2cn(CCNC(=O)c3ccccc3)c3ccccc23)s1	0	100	-1.9	2	100	-3	-7	0	1	101	-4
CCOC(=O)C1CCCN(c2c(NCCCN(CC)c3cccc(C)c3)c(=O)c2=O)C1 (stereo unspecified)	0	94	0.8	5	99	0	-2	-5	0	101	0
CCC(CC)C(=O)Nc1ccc(Cl)c(Cl)c1	-3	101	-1.0	12	95	-9	-6	3	1	101	-3
CCN(c1ccccc1)S(=O)(=O)c1ccc(Cl)c(NC(=O)COC(=O)c2ccc[n+]([O-])c2)c1	0	94	-0.2	4	?	-3	-5	-3	1	95	0
Cc1c(C(=O)Nc2nnc(SCc3ccccc3Cl)s2)cccc1[N+](=O)[O-]	/	99	0.7	17	97	/	/	/	/	101	/
O=c1[nH]ncc(N/N=C/c2ccccc2)c1Cl	-1	88	-0.1	8	87	-4	-8	-3	2	92	-5
O=C1c2ccccc2S(=O)(=O)N1CC(O)Cn1ccc2ccccc21 (stereo unspecified)	-1	106	0.1	1	104	-2	-1	1	0	104	1
COC(=O)c1ccc(CNC(=O)c2cc3ccccc3oc2=O)cc1	0	99	0.2	1	?	-7	-8	-5	-1	102	-7

Some of these compounds in order of their number in Bcl-2 Bim block, ascending.
Compound	Bim-Mcl-1	RGS4-Gao reg	ABCG2 inh	RGS7-Gao reg	Bim-Bcl-B	Bim-Bfl-1	Bcl-XL Bim block	Bcl-W Bim block	RGS8-Gao	Bcl-2 Bim block
N=c1c2c3c(sc2ncn1CCN1CCOCC1)CCCCC3	-3	104	17	102	-10	-18	-6	-5	104	-10
COC(=O)c1ccc(CNC(=O)c2cc3ccccc3oc2=O)cc1	0	99	1	?	-7	-8	-5	-1	102	-7
O=c1[nH]ncc(N/N=C/c2ccccc2)c1Cl	-1	88	8	87	-4	-8	-3	2	92	-5
COc1ccc(CNC(=O)C(C#N)c2nc3ccccc3nc2N2CCCC2)cc1 (stereo unspecified)	-2	102	3	101	-5	-3	-3	-3	102	-2
CCN(c1ccccc1)S(=O)(=O)c1ccc(Cl)c(NC(=O)COC(=O)c2ccc[n+]([O-])c2)c1	0	94	4	?	-3	-5	-3	1	95	0

The results go on:
SMILES	Bim-Mcl-1	RGS4-Gao reg	ABCB1 block	ABCG2 inh	RGS7-Gao reg	Bim-Bcl-B	Bim-Bfl-1	Bcl-XL Bim block	Bcl-W Bim block	RGS8-Gao	Bcl-2 Bim block
O=C(NCc1nnc(SCc2ccccc2)n1-c1ccc(F)cc1)C12CC3CC(CC(C3)C1)C2	-6	97	2.5	6	100	-9	-3	-6	-5	99	-6
O=C1CC(SC(=NCc2ccc3c(c2)OCO3)Nc2ccccc2)C(=O)N1c1ccccc1 (stereo unspecified)	-3	104	-0.1	0	101	-10	-8	-6	2	103	-9
COc1ccc(CNC(=O)CN(c2ccccc2)S(=O)(=O)N(C)C)cc1	-3	97	0.4	0	98	-4	-7	-4	-3	99	-6
COc1cc(C(c2nnnn2C2CCCC2)N2CCc3ccccc3C2)ccc1O (stereo unspecified)	0	103	-0.2	-1	100	2	-1	-1	-6	98	0
COc1cc(C(=O)NCc2nnc(SCC(=O)N3CCOCC3)o2)cc(OC)c1OC	-2	105	0.2	4	101	-9	-11	-3	-2	104	-7
CN(C)C(=O)CSc1nnc(Cc2ccc3c(c2)OCO3)o1	-1	114	0.2	14	106	-5	-6	-3	-1	106	0
COC(=O)c1scc(C)c1-n1ccc(C(=O)C(=O)N(C)C)c1	0	101	0.2	0	99	-3	-3	-1	-3	103	-4
CCOCCCn1c(=S)[nH]c2cc(C(=O)N3CCN(C)CC3)ccc2c1=O	-3	104	0.6	3	103	-1	-5	-3	-1	106	-5
CCN1CCN(C(=O)C(C)Nc2ccc(OC)cc2OC)CC1 (stereo unspecified)	-2	91	0.5	3	?	4	-5	-1	-1	94	-2
COC(=O)C1=C(C)N=C2SC(C)C(=O)N2C1/C=C/c1ccccc1 (stereo unspecified)	-3	100	0.2	-1	101	3	5	0	0	113	0

Retrieved by compound from above:
SMILES	Bim-Mcl-1	RGS4-Gao reg	ABCB1 block	ABCG2 inh	RGS7-Gao reg	Bim-Bcl-B	Bim-Bfl-1	Bcl-XL Bim block	Bcl-W Bim block	RGS8-Gao	Bcl-2 Bim block
COC(=O)c1scc(C)c1-n1ccc(C(=O)C(=O)N(C)C)c1	0	101	0.2	0	99	-3	-3	-1	-3	103	-4
CCN1CCN(C(=O)C(C)Nc2ccc(OC)cc2OC)CC1 (stereo unspecified)	-2	91	0.5	3	?	4	-5	-1	-1	94	-2
COc1cc(C(=O)NCc2nnc(SCC(=O)N3CCOCC3)o2)cc(OC)c1OC	-2	105	0.2	4	101	-9	-11	-3	-2	104	-7
O=C(NCc1nnc(SCc2ccccc2)n1-c1ccc(F)cc1)C12CC3CC(CC(C3)C1)C2	-6	97	2.5	6	100	-9	-3	-6	-5	99	-6
COc1ccc(CNC(=O)CN(c2ccccc2)S(=O)(=O)N(C)C)cc1	-3	97	0.4	0	98	-4	-7	-4	-3	99	-6

Screens from PubChem.
